High-throughput results: PubChem BioAssay, National Center for Advancing Translational Sciences (NCATS)
CBFb RUNX1 block: inhibitors of human CBF-beta and RUNX1 interaction | Q01196+Q13951 | AlphaScreen CBFb-His/RUNX1-biotin binding, biochemical | Potency, µM (top dose mostly 59.8 µM), inactives show top-dose activity, negative = inhibition, actives largely listed as inhibitors | 230,000 tested, under 10 active | AID 1477; note: % of control where 0% means no effect
Target sequence (Q01196 whole entry, looked up): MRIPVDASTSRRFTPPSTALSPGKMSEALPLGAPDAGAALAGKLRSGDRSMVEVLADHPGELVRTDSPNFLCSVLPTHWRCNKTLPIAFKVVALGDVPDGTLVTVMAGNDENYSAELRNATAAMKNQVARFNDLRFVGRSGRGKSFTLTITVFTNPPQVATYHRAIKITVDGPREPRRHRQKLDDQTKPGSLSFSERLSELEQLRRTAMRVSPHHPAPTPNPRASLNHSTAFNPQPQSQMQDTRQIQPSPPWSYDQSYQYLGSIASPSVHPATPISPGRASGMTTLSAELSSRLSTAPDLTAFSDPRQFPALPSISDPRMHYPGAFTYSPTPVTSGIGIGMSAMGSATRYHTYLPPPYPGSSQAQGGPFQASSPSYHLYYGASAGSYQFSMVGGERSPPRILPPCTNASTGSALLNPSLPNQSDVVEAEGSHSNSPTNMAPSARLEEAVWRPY
Target sequence (Q13951 whole entry, looked up): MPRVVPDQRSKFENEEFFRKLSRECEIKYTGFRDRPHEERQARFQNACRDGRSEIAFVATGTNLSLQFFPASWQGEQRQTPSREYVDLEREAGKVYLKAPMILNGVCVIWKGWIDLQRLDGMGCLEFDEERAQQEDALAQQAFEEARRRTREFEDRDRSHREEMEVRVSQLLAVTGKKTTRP
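Compounds were screened at multiple concentrations against a preformed CBF-beta(His)/RUNX1(biotin) complex (30 nM of each) for 15 min at room temperature, followed by 90 min with nickel and streptavidin beads and AlphaScreen reading.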
HTT aggregate: mutant huntingtin aggregation inhibition. PC12 HttQ103-GFP aggregates, Acumen cytometry, 40 h. Potency, µM (doses to about 46.1 µM), for the others: top-dose activity change, negative = inhibition, hits mostly inhibitors. 220,000 compounds, 1.1% hits; note: potency is the fitted concentration of half-maximal effect; % is set by controls: 0 for no effect and ±100 for the full control effect; nearly all actives have a fitted effect of over 60% in size
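Aggregates are detected as GFP objects 1–25 µm with signal 6 STDEV over background in lysates of induced PC12 cells. These carry Huntingtin exon 1 with 103 glutamines fused to GFP under an ecdysone promoter; compounds titrated.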
Epigenetic derep: derepresses silenced GFP reporter in murine cells; Potency, µM (titrated, usually from 53.9 µM), for the others: top-dose GFP activation, hits mostly activators; AID 1865; 280,000 compounds, 0.2% hits; murine LDR cells, GFP reporter derepression, 30 h; note: potency is the fitted concentration of half-maximal effect; % of control where 0% means no effect; nearly all actives have a fitted effect of over 60% in size
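Readout is the number of GFP-expressing murine LDR cells, counted by cytometry following washing. Cells were treated with compound for 30 h at 37 C; the stably integrated CMV-GFP locus is normally silent.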
LMNA splice mod: LMNA splicing modulation. 200,000 compounds, 0.01% hits. HeLa LMNA splicing GFP/RFP minigene ratio, 48 h. Potency, µM (series often up to 46.1 µM), without a hit: at the top dose ratio change, negative = inhibition, usual class: inhibitors. AID 1487; active = well fitted inhibition curve with a large enough effect in the signal ratio, with a control signal flat, not every such curve was filed as active; inconclusive = small, poorly fitted or top-dose-only effect, or effect the other way, or a change in a side signal; the % refers to the signal ratio; note: potency is the fitted concentration of half-maximal effect; % is set by controls: 0 for no effect and ±100 for the full control effect
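S3 HeLa cells stably expressing lamin A-EGFP splicing minigene plus DsRed2, 600 cells/well, 48 h compound exposure at 37C. Laser-scanning cytometry; analysed as GFP (500-530 nm)/RFP (575-640 nm) total intensity ratio; 0.5% DMSO vehicle.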
NPSR antagonist: blocks cAMP signaling of the human neuropeptide S receptor; Q6W5P4; CHO-NPSR cells, cAMP TR-FRET, antagonist mode; Potency, µM (highest dose often 38.3 µM), for the others: at the top dose activity change, negative = inhibition, hits mostly inhibitors; 220,000 compounds, 1% hits; AID 1461; note: potency is the fitted concentration of half-maximal effect; % is set by controls: 0 for no effect and ±100 for the full control effect; nearly all actives have a fitted effect of over 50% in size; many of its hits are not listed in these tables
Target sequence (Q6W5P4 whole entry, looked up): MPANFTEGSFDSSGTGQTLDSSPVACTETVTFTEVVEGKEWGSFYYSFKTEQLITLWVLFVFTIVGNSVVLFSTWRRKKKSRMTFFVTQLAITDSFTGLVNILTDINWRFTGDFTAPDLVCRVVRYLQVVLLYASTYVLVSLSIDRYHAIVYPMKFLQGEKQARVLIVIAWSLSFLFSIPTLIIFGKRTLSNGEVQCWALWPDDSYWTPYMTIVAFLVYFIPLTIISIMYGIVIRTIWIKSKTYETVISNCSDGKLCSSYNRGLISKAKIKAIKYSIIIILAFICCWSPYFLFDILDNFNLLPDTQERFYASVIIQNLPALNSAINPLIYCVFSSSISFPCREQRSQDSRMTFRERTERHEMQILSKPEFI
KinaseGlo FLuc: Kinase-Glo luciferase inhibition (counter-screen); Q27757; 200,000 compounds, 0.28% hits; AID 1379; Kinase-Glo luciferase, ATP luminescence, 8 min; Potency, µM (doses to about 38.3 µM), for inactives: top-dose activity change, negative = inhibition, hits mostly inhibitors; note: potency is the fitted concentration of half-maximal effect; % is set by controls: 0 for no effect and ±100 for the full control effect; nearly all actives have a fitted effect of over 60% in size
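Recombinant Kinase-Glo luciferase, 10 uM ATP (linear range), luciferin; imidazole pH 7.2 / KCl / MgCl2 / Tween / BSA buffer; 8 min RT; luminescence.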
IMPase Li inh: membrane-permeable IMPase blocker, potentiated with lithium. CHO-M1 cells, IP1 TR-FRET (IP-One), carbachol + lithium. 210,000 compounds, 0.35% hits. AID 1457. Potency, µM (series often up to 59.4 µM), for the others: top-dose activity, negative = IMPase inhibition, actives largely listed as inhibitors;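 note: IP1 builds up when IMPase is blocked and the TR-FRET signal falls; potency is the fitted concentration of half-maximal effect; plate controls were basal vehicle for no effect and high inhibitor control for full effect; nearly all actives have a fitted effect of over 50% in size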
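Steps: plate 2000 CHO-M1 cells per well and culture 16–30 h; add compound and lithium; incubate 30 min, 37C; add d2-IP1 tracer and Eu cryptate anti-IP1 antibody in lysis buffer; read after 10 min at room temperature.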
* marks the source's active call; other numbers are inactive results; ? = inconclusive; / = not tested or not shown; [ ] = another dose, or the depositor's remark. Unless noted, calls come from the whole dose curve; as a rule, active = well fitted curve in the direction sought with a large enough effect; inconclusive = small, poorly fitted or top-dose-only effect, or another doubt; inactive = no such curve, though single readings can be large; an effect the other way counts as inactive or inconclusive.

Every second line gives: CBFb RUNX1 block, HTT aggregate, Epigenetic derep, LMNA splice mod, NPSR antagonist, KinaseGlo FLuc, IMPase Li inh
1) Cc1noc(C)c1S(=O)(=O)Nc1ccc(C(=O)NCc2ccccc2)cc1
→ 3%, -7%, -1.1%, 4%, -11%[46.1 µM], 4%, -13%[38.3 µM]
2) COc1ccc(N2CCN(CC(=O)NCc3ccccc3)CC2)cc1
→ 12%, 0%[9.22 µM], -1.2%, /, -7%, 6%, -11%
3) Cn1c(Cn2c(=O)sc3ccccc32)nnc1SCC(=O)N1CCc2ccccc21
→ -2%, -12%, 1.0%, -2%, -6%[46.1 µM], 0%, 8%
4) S=C(Nc1ccccc1)Nc1ccccc1Br
→ -6%, -10%[9.22 µM], -2.9%, /, -24%, /, /
5) CC(C)(C)CN1C(=O)C(=O)NC[C@H]1Cc1ccc(O)cc1
→ 3%, -25%[9.22 µM], -3.4%, /, 7%, /, /
6) C[C@@]12CCC=C[C@H]1[C@H](c1ccc(C(F)(F)F)cc1)N(Cc1ccccc1)C2=O
→ 22%, -26%[9.22 µM], -1.6%, /, -54%, /, /
7) O=C(NCCOc1ccc2ccccc2c1)c1cncc(Br)c1
→ 12%, -1%[9.22 µM], 1.0%, /, -4%, /, /
8) C=CCn1c(SCC#N)nc2ccccc2c1=O
→ 7%, 12%, 3.7%, 7%, 9%[46.1 µM], -3%, 41%[activator][38.3 µM]
9) CCCCC(C(=O)OCC)C(N)Cc1ccc(F)cc1 (configuration not stated)
→ -5%, -3%, -1.1%, -9%[46 µM], -14%, -3%, -1%
10) Cc1cn2c(-c3ccc(Cl)cc3)nnc2s1
→ 2%, -2%, 0.8%, -10%, 24%[46.1 µM], 2%, 31%[38.3 µM]
11) CCn1cc(C(=O)O)c(=O)c2cnc(N3CCN(C(=S)NC(=O)c4ccccc4)CC3)nc21
→ 2%, 1%[9.22 µM], 3.4%, /, -8%, /, /
12) CCOc1c(C(N)=O)cc([N+](=O)[O-])cc1[N+](=O)[O-]
→ -10%, 9%, -3.2%, -11%, 22%, -1%, -4%
13) O=c1[nH]c2sc3c(c2c2nncn12)CCCC3
→ -2%, 13%, -1.0%, -8%, 3%, 3%, 2%
14) O=C1C(Cl)=C(NC2CCCCC2)C(=O)N1Cc1ccccc1
→ ?, ?, -2.1%, 14%[9.22 µM], -18%, 1%, 6%
15) CCN1CCCC1CNC(=O)c1csc2c1CCCC2 (configuration not stated)
→ 1%, -2%, 3.5%, -11%, -9%[46.1 µM], 4%, 49%[activator][38.3 µM]
16) CC1=C(C(=O)Nc2ccc(C)cc2)C(c2ccco2)NC(=O)N1 (configuration not stated)
→ 5%, -3%, 1.2%, -3%, -3%[46.1 µM], -5%, -1%
17) Clc1ccc2nc(CSc3ncn[nH]3)cn2c1
→ 0%, 29%[9.22 µM], 1.1%, 2%[46 µM], -2%, -5%, -1%
18) CC1(C)Cc2c(c(N3CCOCC3)nc3snc(NC(=O)c4ccccc4)c23)CO1
→ 0%, -22%, 0.1%, 4%, -26%[46.1 µM], 15%, -15%[38.3 µM]
19) O=C(O)c1cccn1Cc1ccccc1F
→ -3%, 3%, -0.9%, 1%, -2%[46.1 µM], 1%, -9%[38.3 µM]
20) CCc1ccccc1SCc1noc(C(=O)NCC2CCCO2)c1C(=O)O (configuration not stated)
→ 3%, 10%, -0.9%, 11%[0.0737 µM], -2%[46.1 µM], -3%, -5%[38.3 µM]
21) O=C(Nc1ccc(C2CCCCC2)cc1)C1CCN(c2ncccn2)CC1
→ 1%, 6%, -5.8%, 1%, -7%[7.67 µM], 5%, -11%[38.3 µM]
22) CCOC(=O)N/N=C/c1cn(Cc2ccc(F)cc2)c2ccccc12
→ 9%, -14%[9.22 µM], -1.2%, /, -4%, /, /
23) CC1(C)CC(=O)c2cc(NC(=O)c3ccccc3)c(=O)oc2C1
→ 4%, ?, 0.1%, -11%, -22%[46.1 µM], /, /
24) COc1ccc2cc(C(=O)COC(=O)COc3ccc4c(C)cc(=O)oc4c3)ccc2c1
→ 4%, -10%, -1.6%, -6%, -24%, 3%, ?
25) Cc1ccc(C)c(NC(=S)NCc2ccc3c(c2)OCO3)c1
→ -10%, -4%, -1.1%, 4%, -14%[46.1 µM], 1%, 10%
26) COc1cccc(NC(=O)CN2CCN(S(=O)(=O)c3ccc(C(C)C)cc3)CC2)c1
→ 2%, 17%, 0.0%, -13%, -23%[46.1 µM], 1%, 28%[38.3 µM]
27) CCC(C)C(NC(=O)OC(C)(C)C)C(=O)NC(C)C(N)=O (configuration not stated)
→ 6%, 16%[9.22 µM], -4.5%, 9%[46 µM], 1%, -1%, 7%
28) CCc1cccc(OC2OC(CO)C(O)C(O)C2NC(C)=O)c1 (configuration not stated)
→ 4%, 14%, 14%, 16%[46 µM], 13%, 1%, 1%
29) COc1ccc(-c2[nH]nc3c2C(c2ccncc2)C(C#N)=C(N)O3)cc1 (configuration not stated)
→ 1%, -9%, -0.8%, 9%, -15%[46.1 µM], -3%, 6%[38.3 µM]
30) COc1ccc(/C=N/n2cnnc2)cc1Oc1nc(Cl)ncc1F
→ -3%, 4%, -0.3%, /, 16%, /, -7%
31) CCCCCc1ccc(CC(=O)O)cc1
→ 1%, 5%, 7.2%, 4%, -12%[46.1 µM], /, /
32) CCOC(=O)c1sc(NC(=O)Nc2cccc(Cl)c2)cc1C
→ -13%, ?, -2.0%, ?, -54%, -1%, 5%
33) Cn1ccc(C(=O)OCC(=O)c2ccccc2)n1
→ 10%, -15%, -7.2%, 5%, 3%[46.1 µM], /, /
34) O=C(/C=C/c1ccc2ccccc2n1)c1cc(Br)ccc1O
→ -12%, -2%[9.22 µM], ?, /, 32%, /, /
35) COc1ccccc1CCNC(=O)CSc1ccc(-c2ccco2)nn1
→ /, -7%, 0.0%, /, -8%, -8%, 5%
36) CSc1nnc(-c2cnccn2)n1Cc1ccccc1
→ 5%, -12%, 0.0%, -7%, -15%[46.1 µM], 2%, -3%
37) COc1ccc(C(=O)/C=C/c2ccc3c(c2)OCCO3)cc1
→ 0%, 13%[9.22 µM], 3.6%, /, 14%, /, /
38) COC(=O)n1c(=O)oc2cc(S(=O)(=O)N3CCCCC3)ccc21
→ -1%, 20%[9.22 µM], 1.2%, ?, 4%[46.1 µM], -4%, 12%[38.3 µM]
39) CCCCNC(=S)Nc1ccc2cn[nH]c2c1
→ 8%, -17%, -2.0%, -12%, 21%, -2%, 7%
40) CC1(C)CC(=O)c2sc(NS(=O)(=O)c3ccccc3)nc2C1
→ 5%, /, 3.2%, 14%[46 µM], -11%, 1%, -3%
41) CC1C(C(=O)Nc2ccccc2)CCCC1(C)C(=O)O (configuration not stated)
→ -3%, 5%, 4.3%, 0%, -12%[46.1 µM], -1%, -21%[38.3 µM]
42) CC(C)C[C@@H](CC(=O)N[C@H](CC(=O)N[C@@H]1CCNC[C@H]1C(=O)N[C@H](CC(=O)N[C@@H](CCC(=O)O)CC(=O)O)Cc1c[nH]c2ccccc12)C(C)C)NC(=O)[C@@H]1CCCC[C@H]1N
→ ?, /, 0.0%, /, /, 0%, -2%
43) COC(=O)c1ccc(CSc2nc3c(cnn3-c3ccc(Cl)cc3)c(=O)[nH]2)o1
→ 2%, 0%, -1.0%, ?, -8%[46.1 µM], 0%, 13%[38.3 µM]
44) CCOC(=O)C(C)Sc1nnc2n1C(C)(C)Cc1ccccc1-2 (configuration not stated)
→ -2%, -19%, -0.8%, -10%, 0%[46.1 µM], 2%, 20%
45) CC(C)(C)OC(=O)C(C)(C)Sc1nnc(N)s1
→ 9%, -6%[9.22 µM], -1.3%, /, -20%, /, /
46) CCOc1ccc(NC(=O)Cn2nnc(C(=O)NCCc3ccc(OC)c(OC)c3)c2N)cc1
→ 3%, ?, 0.0%, ?, -5%[46.1 µM], 11%, 5%[38.3 µM]
47) Cc1ccn2c(NC(=O)c3ccccc3)c(-c3cccs3)nc2c1
→ -3%, 7%, -1.1%, -2%, -13%[46.1 µM], -1%, -3%[38.3 µM]
48) Cc1cccc(C)c1OCC(=O)N/N=C/C=C/c1ccco1
→ -13%, ?, ?, ?, -19%, 1%, -7%
49) Cc1ccc2oc(=O)c3cnn(CC(=O)N4CCCc5ccccc54)c3c2c1
→ 1%, 2%, -0.8%, -4%, ?, -3%, 22%[38.3 µM]
50) CCN(C(=O)CSc1ncn[nH]1)c1cccc2ccccc12
→ -5%, 13%, -1.0%, ?, ?, 6%, -9%[38.3 µM]
51) CCCCc1ccc(S(N)(=O)=O)cc1
→ 3%, -28%, -1.2%, /, 22%, 7%, 0%
52) CS(=O)(=O)N(CC(=O)Nc1ccc(F)c(F)c1)c1cccc([N+](=O)[O-])c1
→ 1%, 0%, -1.0%, -13%, 1%, -1%, -7%
53) CC(C(=O)N1CCN(c2ccc(Cl)cc2)CC1)c1ncc(C(F)(F)F)cc1Cl (configuration not stated)
→ -3%, ?, -1.1%, -4%, -14%[46.1 µM], 0%, 11%[38.3 µM]
54) COC(=O)c1cn(NC(=O)c2ccc([N+](=O)[O-])cc2Cl)c(=O)c2ccccc12
→ 10%, -27%, 1.6%, ?, 2%, -1%, 1%
55) COc1ccc(/C=C/C(=O)c2ccc3c4c(cccc24)CC3)cc1
→ -6%, -17%, -0.9%, ?, -13%[46.1 µM], /, /
56) O=C(N/C(=C/c1ccc(Br)cc1)C(=O)N1CCCC1=O)c1ccco1
→ -5%, 13%, 0.0%, /, 10%, 4%, -3%
57) Fc1ccc2c(c1)C(c1ccncc1)=NNC(c1ccc(Br)cc1)=N2
→ -19%, -2%, 1.5%, -13%, -5%, -1%, 7%
58) Cc1nnsc1SCCNC(=O)Nc1ccc(Cl)cc1
→ 6%, ?, -1.2%, ?, -15%, 4%, 3%
59) Cc1cccc2cc(-c3ccccc3)c(-c3ccccc3)c[n+]12
→ -4%, 18µM*, -1.0%, ?, -10%, -5%, 30%[activator]
60) COc1ccccc1NC(=O)CSc1nc2ccccc2c(=O)n1CCNC(C)=O
→ -2%, -8%, -1.0%, -4%, -7%[46.1 µM], -2%, 8%[38.3 µM]

Complete entries from above. Order of values: CBFb RUNX1 block | HTT aggregate | Epigenetic derep | LMNA splice mod | NPSR antagonist | KinaseGlo FLuc | IMPase Li inh
COc1ccccc1NC(=O)CSc1nc2ccccc2c(=O)n1CCNC(C)=O across the screens: -2% | -8% | -1.0% | -4% | -7%[46.1 µM] | -2% | 8%[38.3 µM]
CS(=O)(=O)N(CC(=O)Nc1ccc(F)c(F)c1)c1cccc([N+](=O)[O-])c1 across the screens: 1% | 0% | -1.0% | -13% | 1% | -1% | -7%

Some of the compounds tested; the hit share may differ from the screen's.
